CCR6 antag = CCR6 receptor antagonists, primary screen, cell-based, CHO-K1, luminescence, beta-arrestin, uHTS | C-C chemokine receptor type 6 (Homo sapiens), P51684 | CHO-K1 CCR6 PathHunter beta-arrestin, CCL20-stimulated | inhibition, % at 20 µM | 0.49% of 340,000 active;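 active means compounds whose inhibition of the agonist-driven luminescence signal at 20 µM reaches about 50%, limit read from the data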;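 further: cells stimulated with CCL20 at 14 nM final; plate controls were DMSO with CCL20 for no effect and DMSO without agonist for full effect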
EBI2 block = EBI2 receptor antagonists, beta-arrestin recruitment, primary screen, cell-based, luminescence, 7a,25-OHC stimulation, uHTS; inhibition, % at 5 µM; 7a,25-OHC stimulated; 0.81% of 360,000 active; in the data active means inhibition above about 38%;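 further: enzyme fragment complementation signal reports receptor beta-arrestin coupling in cells; 0% = agonist plus DMSO wells and 100% = wells without agonist; some results beyond the cut were filed as inactive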
Target sequence (P32249 whole entry, looked up, the tested form may be a part): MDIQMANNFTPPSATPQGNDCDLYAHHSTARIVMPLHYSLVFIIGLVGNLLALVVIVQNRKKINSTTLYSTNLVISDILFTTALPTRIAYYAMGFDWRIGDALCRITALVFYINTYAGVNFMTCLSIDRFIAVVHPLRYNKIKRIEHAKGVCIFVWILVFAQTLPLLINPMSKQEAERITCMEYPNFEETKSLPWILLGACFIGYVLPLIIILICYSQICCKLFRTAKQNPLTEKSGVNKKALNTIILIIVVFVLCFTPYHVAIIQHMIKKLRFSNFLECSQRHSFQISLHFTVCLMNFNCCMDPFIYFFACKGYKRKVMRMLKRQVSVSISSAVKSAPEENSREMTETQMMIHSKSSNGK
CXCR6 inh = CXCR6 receptor inhibitors, primary screen, cell-based, beta-arrestin, luminescence, CHO-K1 PathHunter, 1536-well | inhibition, % at 20 µM | 0.36% of 360,000 active | AID 602244, 2012 | C-X-C chemokine receptor type 6 (Homo sapiens), O00574; in the data active means inhibition above about 34%, passing the limit was not always enough;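 further: antagonist mode with CXCL16 agonist at 10 nM final; 0% = 10 nM CXCL16 with DMSO and 100% = unstimulated wells without agonist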
Target sequence (O00574 whole entry, looked up): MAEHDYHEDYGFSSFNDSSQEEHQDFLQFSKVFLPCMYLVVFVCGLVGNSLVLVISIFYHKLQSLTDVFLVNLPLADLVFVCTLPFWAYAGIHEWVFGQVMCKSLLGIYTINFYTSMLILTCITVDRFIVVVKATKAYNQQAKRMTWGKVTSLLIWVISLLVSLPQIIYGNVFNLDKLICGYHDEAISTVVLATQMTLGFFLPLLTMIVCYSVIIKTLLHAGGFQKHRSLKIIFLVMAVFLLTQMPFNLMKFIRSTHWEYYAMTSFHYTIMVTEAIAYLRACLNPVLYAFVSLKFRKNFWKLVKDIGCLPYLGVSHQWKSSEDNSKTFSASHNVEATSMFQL
APOBEC3A inh = APOBEC3A ssDNA deaminase inhibitors, primary screen, selectivity assay for APOBEC3G inhibitor project, biochemical, FAM/TAMRA oligo cleavage fluorescence | AID 493011, 2011 | 0.41% of 330,000 active | inhibition, % at 20 µM | recombinant A3A, FAM/TAMRA ssDNA deamination fluorescence;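 active means at least 40% inhibition at 20 µM here, with at most 30% in a related deaminase screen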;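 further: plate controls were A3A with DMSO for no effect and wells lacking A3A enzyme for full effect; some results filed as inactive read as strong as hits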
APOBEC3G inh = APOBEC3G DNA deaminase inhibitors, primary screen, biochemical, fluorescence, single-stranded DNA substrate, uHTS; DNA dC->dU-editing enzyme APOBEC-3G (Homo sapiens), Q9HC16; recombinant A3G, ssDNA deamination FAM/TAMRA fluorescence; inhibition, % at 20 µM; 0.28% of 330,000 active; AID 493012, 2011;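 active means inhibition of at least 40% at 20 µM, with no more than 30% in the related APOBEC3A deaminase screen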;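 further: plate controls were DMSO wells with A3G for no effect and wells lacking A3G enzyme for full effect; some compounds called inactive have numbers as strong as hits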
Target sequence (Q9HC16 whole entry, looked up): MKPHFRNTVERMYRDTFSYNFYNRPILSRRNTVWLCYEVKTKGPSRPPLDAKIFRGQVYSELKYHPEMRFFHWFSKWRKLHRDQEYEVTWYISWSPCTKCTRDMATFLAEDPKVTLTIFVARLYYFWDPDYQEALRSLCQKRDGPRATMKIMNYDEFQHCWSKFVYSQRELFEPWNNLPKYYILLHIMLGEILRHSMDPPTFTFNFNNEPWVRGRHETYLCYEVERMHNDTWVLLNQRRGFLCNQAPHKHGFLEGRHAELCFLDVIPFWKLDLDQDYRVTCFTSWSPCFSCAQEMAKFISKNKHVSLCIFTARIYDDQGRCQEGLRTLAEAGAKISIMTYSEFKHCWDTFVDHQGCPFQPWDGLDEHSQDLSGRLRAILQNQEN
Gli-Sufu antag = Gli-Sufu pathway antagonists, primary screen, luciferase luminescence, Sufu-KO-LIGHT cells, uHTS | 0.74% of 340,000 active | inhibition, % at 5 µM | Sufu-KO-LIGHT fibroblasts, Gli luciferase reporter luminescence;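 active means inhibition above about 55%, limit read from the data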;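 further: 0% = DMSO-treated cells and 100% = wells with medium but no cells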
GRIN3A LBD mod = binders of NR3A ligand-binding domain, primary screen, biophysical, differential scanning fluorimetry, uHTS; Glutamate receptor ionotropic, NMDA 3A (GRIN3A) ligand-binding domain; NR3A LBD differential scanning fluorimetry, Tm shift; 0% = protein alone, 100% = glycine-bound protein; Tm shift relative to glycine control, % at 25 µM; 2.5% of 340,000 active; AID 1259313, 2017;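 active means melting temperature shift of at least 10% of the positive control shift, at one fixed dose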
MPTP inh = mitochondrial permeability transition pore inhibitors, primary screen, biochemical, isolated mouse mitochondria, absorbance. inhibition, % at 10 µM. AID 602449, 2012. Ca2+ swelling absorbance, 30 min. 1.4% of 360,000 active;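 active means inhibition of 50% or more, scaled per plate between neutral and stimulator controls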;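 further: 0% = DMSO wells given calcium and 100% = 1 mM EGTA wells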
Active calls of the source: *; · = not tested or not shown.

SMILES | CCR6 antag | EBI2 block | CXCR6 inh | APOBEC3A inh | APOBEC3G inh | Gli-Sufu antag | GRIN3A LBD mod | MPTP inh
CC1(C)Cc2c(C#N)c(NCCN3CCOCC3)nc(-c3ccco3)c2CO1 | 14 | 4 | 3 | 2 | -2 | 6 | 0 | 6.5
N#CCC(=O)N/N=C/c1ccccc1Cl | 3 | 8 | 1 | 1 | -1 | 13 | -2 | -0.8
CCOc1ccc(S(=O)(=O)N(C)C)cc1-c1nc2c(C(C)(C)C)nn(C)c2c(=O)[nH]1 | 5 | 19 | -2 | -2 | -4 | 12 | -6 | -1.5
CN1CCN(S(=O)(=O)c2ccc(NC(=O)c3cccc(S(=O)(=O)N4CCCC4)c3)cc2)CC1 | -17 | -3 | 0 | -1 | -1 | 0 | 2 | -1.1
CCN(CC)C(=O)COc1coc(CN2CCN(c3cccc(Cl)c3)CC2)cc1=O | 6 | -13 | -2 | 0 | 8 | -13 | -1 | 1.0
CCN1CCN(C(=O)Cn2nc(C)n3c(cc4c(OC)cccc43)c2=O)CC1 | 4 | 1 | -6 | 1 | 15 | 12 | 2 | -2.3
CCCN1CCN(C(=O)c2cc(COc3ccc(F)c(F)c3)on2)CC1 | -2 | -17 | -8 | -2 | -3 | 5 | 0 | 0.3
CC(/C=N/NC(=O)C(O)c1ccccc1)=C\c1ccccc1 (stereo not given) | -16 | -4 | -3 | 0 | -4 | -11 | -1 | 0.9
CCOC(=O)C1CN(S(=O)(=O)c2ccc(Cl)cc2)c2cc(S(=O)(=O)CC)ccc2O1 (stereo not given) | 1 | 2 | 1 | -5 | -10 | -3 | 4 | -1.5
COc1ccc(-c2n[nH]c(=S)n2-c2ccc(C)cc2)cc1 | -13 | 1 | 15 | 5 | 27 | 1 | 0 | 0.4
O=C(NCCCCCCCCCNC(=O)C(F)(F)F)C(F)(F)F | 7 | 0 | -5 | -2 | -6 | 4 | 0 | 9.0
CSc1ccccc1C(=O)Nc1nc2ccccc2[nH]1 | 17 | -9 | 3 | -6 | 0 | -61 | -3 | -0.4
CC(=O)c1ccc(N(C(=O)c2csnn2)C(C(=O)NC2CCCC2)c2ccccc2)cc1 (stereo not given) | 12 | 1 | -3 | -5 | -3 | -18 | 1 | -1.5
Cc1ccc(-n2nnnc2C(Cl)(Cl)c2nnnn2-c2ccc(C)cc2)cc1 | 52* | 9 | 9 | 6 | 22 | 4 | 0 | -3.5
Cn1c(C(C#N)C(=O)c2ccco2)nc2ccccc21 (stereo not given) | 11 | -7 | -3 | 0 | 0 | 2 | 1 | 1.3
O=C(Nc1ccc(F)cc1)C1C(c2ccccc2)C1(Cl)Cl (stereo not given) | 4 | -10 | -19 | 1 | -1 | -1 | 0 | 92*
COc1cc(NC(=O)CSc2ccc(-c3cccnc3)nn2)cc(OC)c1 | -4 | 5 | -13 | 1 | -1 | -2 | 2 | -0.9
CCOc1ccc(NC(=O)c2ccccc2NC(=O)CN2CCCCCC2)cc1 | 10 | -4 | 5 | 0 | -3 | 9 | 0 | 0.1
COc1ccc(OCCCC(=O)Nc2ccc(S(=O)(=O)N3CCOCC3)cc2)cc1 | 5 | 6 | 0 | 3 | -8 | 1 | 11* | 0.8
CN(C)c1ccc(C(CNC(=O)Cc2cccc3ccccc23)N(C)C)cc1 (stereo not given) | -4 | -6 | -5 | -1 | 1 | 22 | -3 | -0.5

Reprinted from the part before: 2 entries, followed by the next part.
SMILES | CCR6 antag | EBI2 block | CXCR6 inh | APOBEC3A inh | APOBEC3G inh | Gli-Sufu antag | GRIN3A LBD mod | MPTP inh
COc1ccc(OCCCC(=O)Nc2ccc(S(=O)(=O)N3CCOCC3)cc2)cc1 | 5 | 6 | 0 | 3 | -8 | 1 | 11* | 0.8
CN(C)c1ccc(C(CNC(=O)Cc2cccc3ccccc23)N(C)C)cc1 (stereo not given) | -4 | -6 | -5 | -1 | 1 | 22 | -3 | -0.5
Cc1ccc2oc(C(=O)N3CCN(Cc4nccn4C)CC3)c(C)c2c1 | 11 | 28 | 2 | -2 | 1 | 2 | 0 | -1.0
Cc1ccc2oc3c(c(=O)c2c1)C(c1cccc(O)c1)N(c1ccccn1)C3=O (stereo not given) | 21 | 14 | 8 | 0 | -8 | 0 | -1 | -1.8
Cc1cc(OCC(=O)NCCCN2CCOCC2)c2c(C)c(C)c(=O)oc2c1 | 10 | -3 | -1 | 1 | -2 | 4 | -1 | 0.1
CCCCCCNC(=O)Cc1c(O)c2ccccc2[nH]c1=O | -8 | -5 | -9 | 0 | -4 | -1 | 4 | 0.7
c1ccc(CNC23CC4CC(CC(C4)C2)C3)nc1 | 6 | -3 | 0 | 2 | -7 | 0 | 1 | -2.8
CCOc1ccc(N2CC(C(=O)Nc3cccc(S(=O)(=O)N4CCCC4)c3)CC2=O)cc1 (stereo not given) | 9 | 3 | 9 | 8 | -10 | 4 | 0 | -0.4
COc1ccccc1N(C)S(=O)(=O)c1ccc(C(=O)OCC(=O)N(C)c2ccccc2)cc1 | 12 | 19 | -3 | -1 | -5 | 0 | -1 | 0.9
COc1ccccc1OCC(=O)Nc1ccc(CSc2ccccc2)cc1C | 22 | 3 | 7 | -3 | -5 | -14 | 3 | -0.1
Cc1ccc(C(=O)c2coc3ccc(O)c(Cl)c23)cc1 | 10 | -8 | -3 | -5 | -6 | -3 | -8 | 3.0
Cc1cc2nc(C3CCN(C(=S)NCC(C)C)CC3)[nH]c2cc1C | 14 | -7 | 1 | -3 | -7 | 18 | 1 | -0.6

Ordered by the number under CXCR6 inh (largest number first): some entries from above
structure | CCR6 antag | EBI2 block | CXCR6 inh | APOBEC3A inh | APOBEC3G inh | GRIN3A LBD mod | MPTP inh
Cc1ccc2oc3c(c(=O)c2c1)C(c1cccc(O)c1)N(c1ccccn1)C3=O (stereo not given) | 21 | 14 | 8 | 0 | -8 | -1 | -1.8
Cc1cc2nc(C3CCN(C(=S)NCC(C)C)CC3)[nH]c2cc1C | 14 | -7 | 1 | -3 | -7 | 1 | -0.6
COc1ccccc1N(C)S(=O)(=O)c1ccc(C(=O)OCC(=O)N(C)c2ccccc2)cc1 | 12 | 19 | -3 | -1 | -5 | -1 | 0.9

More structures follow.
SMILES | CCR6 antag | EBI2 block | CXCR6 inh | APOBEC3A inh | APOBEC3G inh | Gli-Sufu antag | GRIN3A LBD mod | MPTP inh
O=C(NNC(=O)c1ccc(-c2ccc([N+](=O)[O-])cc2)o1)c1ccncc1 | 2 | -1 | 3 | 1 | -4 | -16 | -2 | 0.6
C/C(=N\NC(=O)CSCc1ccc(Cl)cc1)c1ccc(NC(=O)c2ccccc2)cc1 | 10 | -4 | 0 | 0 | 2 | -6 | 0 | -6.3
COc1ccnc(N=CNOCc2cccc(C(F)(F)F)c2)c1C#N | 18 | 5 | 3 | -2 | -4 | -8 | -8 | -1.3
Cc1ccccc1NC(=O)c1ccc(F)c(S(=O)(=O)NCC2CCCO2)c1 (stereo not given) | 5 | -4 | -1 | -6 | -1 | 2 | 1 | -0.4
COc1ccc(-c2noc(-c3ccccc3C(=O)Nc3cccc(OC)c3)n2)cc1 | 1 | 23 | 8 | 3 | -2 | -3 | -6 | 2.4
CCn1nnnc1SCC(=O)NC1Cc2ccccc2C1 | 10 | -5 | 6 | -1 | -4 | 1 | 2 | 0.6
O=C(CSC(=S)N1CCCC1)NCC(=O)Nc1ccccc1Br | -6 | 17 | -2 | 1 | -8 | -16 | -3 | -0.4
CCN(CC)S(=O)(=O)c1ccc(Cl)c(NC(=O)COC(=O)c2ccc([N+](=O)[O-])o2)c1 | -12 | -8 | -15 | 8 | -4 | -10 | -2 | 2.0
COC(=O)c1ccc(CN(C)S(=O)(=O)c2ccc(C)cc2)o1 | -2 | 4 | 8 | 0 | -4 | -1 | 1 | -1.7
CC(CN1CCOCC1)OC(=O)c1ccc(C(C)(C)C)cc1 (stereo not given) | 11 | -7 | -5 | -2 | 1 | 8 | 3 | -0.4
Cc1[nH]c2ccc(Cl)cc2c(=O)c1CN1CCCC1 | -4 | -4 | 5 | -2 | -4 | 0 | -2 | -0.5
Cc1ccc(C)c(NC(=O)Cn2nc(C(F)(F)F)cc2C2CC2)c1 | 11 | 3 | 6 | -4 | -4 | -6 | 1 | 0.7
CC(=O)Nc1cccc(/C(C)=N/NC(=O)c2cccc(S(=O)(=O)N3CCOCC3)c2)c1 | -2 | -2 | -4 | -1 | -4 | -5 | -1 | -1.3
O=C1CN(C(=O)COC(=O)[C@@H]2CCCN2S(=O)(=O)c2ccc(Cl)cc2)c2ccccc2N1 | -2 | 8 | -13 | -6 | -9 | 6 | -2 | 1.4
COc1ccc(C)cc1N=Nc1ccc(O)c2ncccc12 | 50 | 9 | 32 | · | · | -4 | -4 | 3.0
Cc1ccccc1NC(=S)N/N=C1\CC(C)(C)Oc2ccc(O)cc21 | 14 | 20 | 4 | -6 | -9 | 11 | -5 | -1.3
O=C(NNC(=O)c1ccc([N+](=O)[O-])cc1)c1ccc(F)cc1 | -4 | -4 | 2 | 0 | 4 | 2 | -1 | 1.5
Cc1cc(C)cc(NCc2ccncc2)c1 | -5 | 8 | -3 | -2 | -4 | -2 | -1 | -0.6
CC1C=CCC2C(=O)N(c3ccccc3OC(=O)c3cccs3)C(=O)C12 (stereo not given) | 6 | -4 | 5 | 0 | 0 | -18 | 1 | 4.2
Cc1ccc2c(c1)N(CC(=O)NC1CCCC1)C(=O)C(C)O2 (stereo not given) | 7 | -1 | 4 | 2 | -6 | 0 | 1 | -2.3

One compound at a time, as listed above:
Results for O=C1CN(C(=O)COC(=O)[C@@H]2CCCN2S(=O)(=O)c2ccc(Cl)cc2)c2ccccc2N1 = CCR6 antag = -2; EBI2 block = 8; CXCR6 inh = -13; APOBEC3A inh = -6; APOBEC3G inh = -9; Gli-Sufu antag = 6; GRIN3A LBD mod = -2; MPTP inh = 1.4
Results for Cc1ccc(C)c(NC(=O)Cn2nc(C(F)(F)F)cc2C2CC2)c1 = CCR6 antag = 11; EBI2 block = 3; CXCR6 inh = 6; APOBEC3A inh = -4; APOBEC3G inh = -4; Gli-Sufu antag = -6; GRIN3A LBD mod = 1; MPTP inh = 0.7

(next part)
SMILES | CCR6 antag | EBI2 block | CXCR6 inh | APOBEC3A inh | APOBEC3G inh | Gli-Sufu antag | GRIN3A LBD mod | MPTP inh
O=C(Nc1ccc2c(c1)OCCO2)C1CCN(C(=O)c2ccc([N+](=O)[O-])cc2)CC1 | 7 | -1 | -5 | -4 | -6 | -10 | -3 | -0.6
O=S(=O)(CC(CN1CCOCC1)N1CCOCC1)c1ccccc1 (stereo not given) | -10 | -14 | 2 | 0 | -9 | 0 | 0 | -0.3
CCOc1ccc(N(CC(=O)Nc2cccc(Cl)c2)S(=O)(=O)c2c(C)noc2C)cc1 | 19 | 22 | -7 | 3 | 1 | 18 | 5 | 4.4
S=C(NCCC1=CCCCC1)Nc1ccc(Cl)cc1 | -1 | 26 | -2 | -2 | 5 | -47 | -14 | 91*

Some entries already given with just MPTP inh.
canonical_smiles	MPTP inh
O=C(Nc1ccc2c(c1)OCCO2)C1CCN(C(=O)c2ccc([N+](=O)[O-])cc2)CC1	-0.6
O=S(=O)(CC(CN1CCOCC1)N1CCOCC1)c1ccccc1 (stereo not given)	-0.3
CCOc1ccc(N(CC(=O)Nc2cccc(Cl)c2)S(=O)(=O)c2c(C)noc2C)cc1	4.4
S=C(NCCC1=CCCCC1)Nc1ccc(Cl)cc1	91*

Bioassay records: PubChem, Sanford-Burnham Center for Chemical Genomics
